# Compound activity (PubChem)
# Rtt109 Vps75: inhibitors of C. albicans Rtt109/Vps75 HAT, primary screen, biochemical, ThioGlo CoA-SH fluorescence, plate reader | Histone acetyltransferase RTT109 (Candida albicans (strain SC5314 / ATCC MYA-2876)), … | purified Rtt109/Vps75, 4 h | inhibition, % at 34.9 µM | 0.16% of 330,000 active;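 active = inhibition of at least 50% in every replicate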
# SR-BI DiI inh: inhibitors of SR-BI mediated HDL lipid uptake, primary screen, ldlA[mSR-BI] cells, fluorescence, single point. 0.96% of 320,000 active. inhibition, % at 12.5 µM. AID 488896, 2010. ldlA[mSR-BI] CHO cells, DiI-HDL uptake fluorescence, 3 h. Scavenger receptor class B member 1 (Mus musculus), Q61009;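 active = mean replicate inhibition of at least 70% and a set share of replicates each scoring 70 or more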;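 also: 0% = median of neutral control wells and 100% = median of positive control wells; values of inactives mirror those of a sister screen read the other way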
# Target sequence (Q61009 whole entry, looked up): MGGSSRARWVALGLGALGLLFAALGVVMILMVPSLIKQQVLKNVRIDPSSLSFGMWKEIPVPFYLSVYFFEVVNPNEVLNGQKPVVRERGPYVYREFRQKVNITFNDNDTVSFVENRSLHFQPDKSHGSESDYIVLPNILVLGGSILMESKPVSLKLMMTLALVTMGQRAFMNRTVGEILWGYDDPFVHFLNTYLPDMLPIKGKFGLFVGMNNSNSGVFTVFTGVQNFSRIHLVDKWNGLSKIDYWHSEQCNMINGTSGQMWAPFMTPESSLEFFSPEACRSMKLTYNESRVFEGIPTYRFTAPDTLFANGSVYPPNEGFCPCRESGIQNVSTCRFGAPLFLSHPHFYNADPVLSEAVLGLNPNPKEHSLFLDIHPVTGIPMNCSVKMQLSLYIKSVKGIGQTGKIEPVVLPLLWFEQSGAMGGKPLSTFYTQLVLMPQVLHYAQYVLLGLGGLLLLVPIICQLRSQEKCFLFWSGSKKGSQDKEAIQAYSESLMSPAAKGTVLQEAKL
# CAL PDZ FP-1: untagged CAL PDZ binding inhibitors, primary screen, biochemical, fluorescence polarization, HTS; Golgi-associated PDZ and coiled-coil motif-containing protein (Homo sapiens), Q9HD26; purified CAL PDZ, TMR-peptide fluorescence polarization, 1 h; inhibition, % at 24.9 µM; 0.92% of 300,000 active; AID 602252, 2012;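 active = mean inhibition of at least 30% with at least half of replicates also reaching 30%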;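 also: 0% = DMSO neutral control and 100% = excess unlabeled competitor peptide PRC23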
# PvdQ acylase: P. aeruginosa PvdQ acylase inhibitors, primary screen, biochemical, fluorescence, plate reader and imaging, single point; PvdQ acylase [Pseudomonas aeruginosa LESB58]; purified PvdQ acylase; inhibition, % at 10 µM; 0.063% of 340,000 active; AID 488965, 2010; in the data active = inhibition above about 30%, passing the limit was not always enough;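 also: 0% = vehicle neutral wells and 100% = reference inhibitor wells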
# dFosB activator: activators of delta FosB homodimer, primary screen, biochemical, fluorescence polarization, TAMRA-CDK5 oligo, single point; activation, % at 25 µM; purified delta FosB; percent of positive-control signal above neutral wells; 0.99% of 340,000 active; Protein FosB (Mus musculus), P13346;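 active = mean activation above about 17%, with every replicate also reaching it, limit read from the data, passing the limit was not always enough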;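 also: fluorescence polarization rise as delta FosB binds a TAMRA Cdk5 AP-1 oligo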
# Target sequence (P13346 whole entry, looked up): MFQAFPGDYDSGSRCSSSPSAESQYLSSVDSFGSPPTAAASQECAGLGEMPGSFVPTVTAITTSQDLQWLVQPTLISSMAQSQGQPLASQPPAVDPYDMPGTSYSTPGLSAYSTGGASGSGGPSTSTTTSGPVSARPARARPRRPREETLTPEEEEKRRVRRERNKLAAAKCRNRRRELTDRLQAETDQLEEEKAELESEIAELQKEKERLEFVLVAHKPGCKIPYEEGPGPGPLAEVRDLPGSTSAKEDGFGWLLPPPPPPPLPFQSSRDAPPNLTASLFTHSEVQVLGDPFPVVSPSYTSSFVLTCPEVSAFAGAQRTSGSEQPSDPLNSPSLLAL
# MITF act: activators of MITF-driven TRPM1 promoter reporter, primary screen, cell-based, SK-MEL-5, luciferase, single point; activation, % at 12.5 µM; SK-MEL-5 TRPM1-promoter luciferase, 24 h; % of positive control, neutral wells = 0; 0.75% of 300,000 active; AID 588334, 2011;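 active = mean activation of at least 80% with every replicate also reaching 80%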;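 also: 0% = neutral control wells and 100% = parthenolide positive control wells; values of inactives mirror those of a sister screen read the other way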
# CAL PDZ FP-2: CAL PDZ peptide-binding inhibitors, primary screen, biochemical, fluorescence polarization, Cer-tagged CAL PDZ, HTS; Golgi-associated PDZ and coiled-coil motif-containing protein (Homo sapiens), Q9HD26; purified CAL PDZ, TMR-peptide fluorescence polarization, 1 h; inhibition, % at 20 µM; 0.02% of 330,000 active; AID 504414, 2011;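 active = highest replicate inhibition of at least 40%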;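 also: plate controls were DMSO neutral control wells for no effect and unlabeled competitor peptide control wells for full effect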
#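 Material: tagged CAL PDZ domain; buffer or medium: 25 mM sodium phosphate pH 7.4, 150 mM NaCl, TCEP, IgG, Thesit; compound dosing: single point, 20 µM; schedule: 1 h incubation at room temperature before polarization reading; measured by: FP readout, S and P plane fluorescence; read-out basis: percent inhibition from loss of millipolarization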
# PfHsp90 yeast 2: growth inhibition of PfHsp90-expressing yeast, primary screen, antimalarial PfHsp90 inhibitor project, S. cerevisiae, BacTiter-Glo luminescence, single point, set 2 | 0.32% of 310,000 active | BacTiter-Glo ATP, 48 h; yeast lacking PDR1 and PDR3 efflux regulators | inhibition, % at 9.4 µM | AID 504621, 2011;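 active = every replicate shows inhibition above about 80%, whatever the replicate mean, limit read from the data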;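 also: 0% = DMSO neutral controls and 100% = 20 µM radicicol positive controls; yeast relying on Plasmodium falciparum Hsp90 in place of its own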
# NSD2 HMT inh: NSD2 histone methyltransferase inhibitors, primary screen, biochemical, AlphaScreen, single concentration, set 2; AID 743445, 2014; 0.54% of 310,000 active; inhibition, % at 12.5 µM; NSD2 peptide methylation, 120 min; in the data active = inhibition above about 50%
# SR-BI uptake up: activators of SR-BI mediated DiI-HDL uptake, primary screen, ldlA[mSR-BI] CHO cells, DiI fluorescence. 3 h; 100 = double the neutral-control signal. activation, % at 12.5 µM. 0.096% of 320,000 active. AID 504775, 2011;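 active = mean replicate activation of at least 60% and every replicate at or above 60%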;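 also: 0% = median plate neutral-control signal and 100% = twice that signal; values of inactives mirror those of a sister screen read the other way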
#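 Material: SR-BI-overexpressing, LDLR-lacking CHO cells; schedule: compound exposure 3 h, 37 °C; reagent: DiI-labelled HDL at 10 µg/mL final; technique: bottom-read fluorescence, 550/595 nm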
# Numbers without * were called inactive; x = not tested or not shown.
# Sequence of screens – Rtt109 Vps75	SR-BI DiI inh	CAL PDZ FP-1	PvdQ acylase	dFosB activator	MITF act	CAL PDZ FP-2	PfHsp90 yeast 2	NSD2 HMT inh	SR-BI uptake up
CC(=O)c1cccc(S(=O)(=O)Nc2ccc3nc(C)sc3c2)c1
  1	3	5	1	-3	-6	-1.1	12	0	-3
Cc1cccc(-n2c(O)c(C=Nc3ccccc3N)c(=O)[nH]c2=O)c1
  3	x	-2	-11	-6	x	-4.1	8	0	x
O=C(Oc1cccc(-n2cnnn2)c1)C1CCCCC1
  1	-6	-3	22	-5	x	-0.7	-5	-1	6
Clc1ccc(OCc2cnc(Cl)s2)cc1
  -2	-2	-1	-13	-1	14	-0.2	9	-1	2
Cc1ccc2sc(C)[n+](CCC(C)S(=O)(=O)[O-])c2c1 (stereo unspecified)
  x	2	-3	3	-7	-4	-2.3	20	x	-2
CCn1c(CNC(=O)c2cccc(C)c2)nc2ccccc21
  2	10	-5	-9	-3	1	-1.2	6	x	-10
Cc1[nH]c2ccc(OC(F)(F)F)cc2c1CCN1C(=O)c2ccc(C(=O)O)cc2C1=O
  1	-2	-1	1	-2	0	-0.1	-5	0	2
C=C(C)Cn1c(SCC(=O)N/N=C/c2ccccc2OCC(=O)O)nnc1-c1ccc(Br)cc1
  1	x	-2	-11	-17	-6	-1.9	-6	2	x
CCS(=O)(=O)c1ncc(Cl)c(C(=O)Nc2ccc(C)cc2)n1
  2	-34	-6	1	-6	x	-0.6	-4	3	34
N#Cc1cnn(-c2nc(SCc3ccccc3)nc3sc4c(c23)CCCC4)c1N
  -1	x	-1	-4	-9	x	0.4	-7	-1	x
Cc1cc(C)nc(SCCn2c(N3CC(C)OC(C)C3)nc3c2c(=O)n(C)c(=O)n3C)n1 (stereo unspecified)
  -3	-14	3	-8	-4	6	-1.9	-7	x	14
O=C1CCCc2nc3c(cc21)C(O)Oc1ccccc1-3 (stereo unspecified)
  1	-16	-2	-2	-12	14	-2.5	14	0	16
O=c1c2[nH]c3ccc(F)cc3c2ncn1CCN1CCN(Cc2ccccc2)CC1
  0	-13	x	2	2	x	0.5	-18	x	13
CN(C)C1=NC[C@H](Cc2ccccc2)N1CC1CCC(C(C)(C)C)CC1 (stereo partly specified)
  13	14	-5	5	4	8	0.2	-9	x	-14
Cc1cccc(C)c1NC(=O)CNC(=O)c1cccc(S(=O)(=O)NCc2cccs2)c1
  3	-5	2	-12	24*	0	0.5	8	-2	5
COc1ccccc1NC(=O)CN(c1ccccc1OC)S(=O)(=O)c1ccccc1
  -1	8	1	2	-7	-11	-1.5	-10	-1	-8
Cc1ccccc1NCC(=O)N=Nc1c(O)[nH]c2ccc([N+](=O)[O-])cc12
  1	59	-3	-16	2	0	-0.7	3	0	-59
CCOC(=O)[C@H]1[C@H]2COc3cc(OC)ccc3[C@@H]2N2C(=O)c3cc(OC)ccc3NC(=O)[C@@]12C
  0	35	-1	-16	-6	-5	-0.6	15	x	-35
CN(C)S(=O)(=O)c1ccc2c(c1)nc(CCC(=O)NCc1ccc(Cl)cc1)n2C
  6	0	4	3	-10	-30	0.1	-10	-3	0
COc1ccc2ccccc2c1CN1CCSCC1
  -4	3	x	-10	-3	9	-0.1	49	0	-3

# Ordered by number of heavy atoms (rising): three of the compounds above.
# Sequence of screens – Rtt109 Vps75	SR-BI DiI inh	CAL PDZ FP-1	PvdQ acylase	dFosB activator	MITF act	CAL PDZ FP-2	PfHsp90 yeast 2	NSD2 HMT inh	SR-BI uptake up
COc1ccc2ccccc2c1CN1CCSCC1
  -4	3	x	-10	-3	9	-0.1	49	0	-3
CN(C)C1=NC[C@H](Cc2ccccc2)N1CC1CCC(C(C)(C)C)CC1 (stereo partly specified)
  13	14	-5	5	4	8	0.2	-9	x	-14
COc1ccccc1NC(=O)CN(c1ccccc1OC)S(=O)(=O)c1ccccc1
  -1	8	1	2	-7	-11	-1.5	-10	-1	-8

# Other records follow.
# Sequence of screens – Rtt109 Vps75	SR-BI DiI inh	CAL PDZ FP-1	PvdQ acylase	dFosB activator	MITF act	CAL PDZ FP-2	PfHsp90 yeast 2	NSD2 HMT inh	SR-BI uptake up
O=C(Nc1ncc(Cc2cccc(Cl)c2Cl)s1)C1CCCO1 (stereo unspecified)
  -1	4	-1	-19	5	133*	-1.6	-12	0	-4
COc1ccc(-c2cc(C(F)F)n3ncc(C(=O)N4CCCc5ccccc54)c3n2)cc1
  -11	56	3	-15	-1	1	-2.7	-18	0	-56
COc1cccc(-n2nnc3c(=O)n(CC(=O)N4CCC(C)CC4)cnc32)c1
  -3	-5	2	4	-11	-5	-2.6	-13	x	5
CC(=O)c1cc(F)c(N2CCN(C(=O)COc3ccccc3F)CC2)cc1C
  4	50	-1	-14	-14	1	-5.0	15	0	-50
CCN(CC)C(=O)CSc1nc(C)cc(-c2cccs2)c1C#N
  2	35	-4	-9	-6	9	0.3	11	-2	-35
CCC(C)[C@H](NC(=O)Nc1ccc2c(c1)OCCO2)C(=O)O (stereo partly specified)
  -7	-9	-1	-13	4	-1	-3.3	12	-1	9
Cc1ccc2c(c1C)NC(=O)CC(c1ccccc1O)=N2
  -3	22	-5	18	-5	x	0.4	1	-3	-22
Cc1ccc(OCC(=O)Nc2ccc(N3CCN(S(C)(=O)=O)CC3)cc2)cc1C
  -8	-11	0	0	0	4	-1.0	x	3	11
Cc1ccc(-n2nc3c(c2NC(=O)c2ccc4c(c2)OCO4)CS(=O)(=O)C3)c(C)c1
  -6	10	1	-7	-9	5	-0.4	37	-2	-10
CCCCc1cc(=O)oc2cc(C)c(CN3CCCC3)c(O)c12
  -11	0	x	7	-12	3	-0.6	x	1	0
CSc1nnc(C)c(=O)n1COC(=O)c1cc(Cl)ccc1[N+](=O)[O-]
  3	x	-2	-16	1	8	-2.1	13	12	x
CC(=O)c1ccc(Cl)c(Cl)c1Cl
  2	9	-6	-9	-2	0	-0.1	-7	x	-9
O=C(COc1ccccc1[N+](=O)[O-])Nc1ccc2oc(=O)ccc2c1
  -8	-8	-1	-14	-3	7	-1.8	15	0	8
COC(=O)/C=C1\C(=O)N(c2nc3ccccc3s2)C(=S)N1c1ccc(F)cc1
  x	-4	-5	2	-9	4	-1.4	x	-1	4
CCCCSc1cnn(-c2ccccc2)c(=O)c1SCCCC
  14	10	-1	12	-1	-8	-1.5	10	-2	-10
COC(=O)c1cn(NC(=O)c2ccncc2)c(=O)c2ccccc12
  -11	2	5	-4	-3	0	-0.6	71	-2	-2
Clc1cccc(Cl)c1CSc1nnc2ccccn12
  3	5	-4	-1	-16	6	-0.4	27	3	-5
Cc1nnc(NC(=O)CSc2nnc(CC(=O)Nc3ccccc3F)n2C)s1
  -2	-6	-5	0	0	4	-1.8	-2	-1	6
CCC(=O)NC(=S)Nc1ccc(NC(=O)c2ccc([N+](=O)[O-])cc2)cc1
  -2	42	-1	-8	-4	-2	-0.8	-21	-2	-42
O=C(Nc1cccnc1Cl)c1cc2c(s1)-c1ccccc1OC2
  -21	28	1	-26	-1	49	-0.5	-16	-2	-28
Cn1nnc(NCc2cc(Br)ccc2OCc2cccs2)n1
  -1	-4	-5	-9	-1	-16	-0.5	-12	-1	4
COc1ccc(OC)c(C2SCCN2S(=O)(=O)c2cccc(C(F)(F)F)c2)c1 (stereo unspecified)
  -2	11	-4	-5	1	-10	-0.8	-21	-2	-11
Cc1ccc(C)c(NC(=O)CCN2CCCCC2)c1
  -1	x	-2	-11	5	-8	0.4	21	-2	x
CC1(C)O[C@@H]2C[C@H]3[C@@H]4CCC5=CC(=O)C=C[C@]5(C)[C@@]4(F)[C@@H](O)C[C@]3(C)[C@]2(C(=O)CO)O1
  2	-1	-5	2	1	14	-0.1	-15	x	4
CCOC(=O)C(O)(CC(=O)c1ccc(OC)cc1)C(F)(F)F (stereo unspecified)
  x	-12	-3	8	-2	x	-4.0	6	1	12
CCNc1nc(-c2cc3ccccc3o2)cs1
  0	5	-5	-3	0	65	-2.5	-11	3	-5
Cc1ccc(NC(=O)CSc2nnc(-c3ccoc3C)n2CCCN(C)C)cc1Cl
  -13	-28	-5	-11	-13	-1	-4.7	21	7	28
Clc1cc2nc(-c3cccnc3Cl)[nH]c2cc1Cl
  5	14	13	-17	35*	89*	-0.9	26	1	-14
CCN(CC(=O)NCc1ccc(F)cc1)C(=O)c1ccc(COc2ccccc2)cc1
  4	52	-5	-4	-10	45	-1.6	10	-5	-52
Cc1ccc(-c2nnn3c2nc(Cl)c2ccccc23)cc1
  -6	x	0	-14	-1	-14	-1.6	32	1	x
O=C(CSc1nnc(CNC(=O)c2cccc(C(F)(F)F)c2)o1)NC1CCCC1
  -7	-15	5	-2	-9	10	-0.2	4	1	15
O=C(Nc1ccc(Cl)cc1)C1C2CCC3C(CCC21)C3(Cl)Cl (stereo unspecified)
  2	13	-3	8	-3	21	-0.7	6	39	-13
O=C(NCCNCCO)C1(C(F)(F)F)C/C(=C\Cc2ccccc2)CCCO1 (stereo unspecified)
  -2	-8	-1	-6	-2	-6	0.7	-2	x	8
Cc1ccc(C(=O)N2CCN(C(=O)c3ccccc3)C2c2ccc(N(C)C)cc2)cc1 (stereo unspecified)
  7	-4	-5	-7	3	-2	-0.1	8	x	4
CCc1cccc(C)c1NC(=O)CSc1nnc(C)o1
  -10	4	-5	-15	1	-14	-1.4	12	-3	-4
CC(=O)c1c(COC(=O)c2ccc(Cl)cc2)nc2ccccc2[n+]1[O-]
  -4	-3	-1	16	-9	-11	-1.1	-30	0	3
COc1ccccc1CNS(=O)(=O)c1cccc2nsnc12
  5	-10	-3	-7	1	10	0.0	12	0	10
NC(=O)c1cc(S(=O)(=O)N2CCOCC2)ccc1N1CCCC1
  -11	-17	0	-3	1	0	-0.1	3	0	17
O=C(CSc1ncn[nH]1)NNC(=O)c1ccccc1
  -16	-16	1	-15	0	-3	-1.5	-21	0	16
COCc1nc2ccccc2n1CCc1ccccc1
  11	7	-5	20	-1	x	-0.5	3	1	-7
Cc1[nH]nc2c1C1(CCC(c3ccccc3)CC1)C(C#N)=C(N)O2 (stereo unspecified)
  17	0	-1	-2	-9	-11	-1.6	-31	0	0
